# GlmU inhibition: inhibition of mycobacterial GlmU enzyme – biochemical, glucosamine-1-phosphate acetyltransferase (AID 1376); 220,000 compounds, 0.25% hits; M. tuberculosis GlmU acetyltransferase enzyme assay; higher % means a stronger effect; inhibition, %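 (tested at 30 µM in the primary screen)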, or IC50 in µM where a hit was titrated; in the data active = inhibition above about 13%;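 note: 0% = complete reaction with vehicle and 100% = reaction without substrate; strong numbers were not always called active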
# RmlCD inh 1536: blocks M. tuberculosis RmlC and RmlD coupled enzymes; P9WH09+P9WH11; RmlC+RmlD coupled enzyme assay, percent inhibition; primary screen in compound mixtures; inhibition, % at 3.6 µM; 160,000 compounds, 0.03% hits; AID 1533; in the data active = inhibition mostly above about 34%, no sharp cut-off; note: some results filed as inactive read as strong as hits
# Target sequence (P9WH09 whole entry, looked up): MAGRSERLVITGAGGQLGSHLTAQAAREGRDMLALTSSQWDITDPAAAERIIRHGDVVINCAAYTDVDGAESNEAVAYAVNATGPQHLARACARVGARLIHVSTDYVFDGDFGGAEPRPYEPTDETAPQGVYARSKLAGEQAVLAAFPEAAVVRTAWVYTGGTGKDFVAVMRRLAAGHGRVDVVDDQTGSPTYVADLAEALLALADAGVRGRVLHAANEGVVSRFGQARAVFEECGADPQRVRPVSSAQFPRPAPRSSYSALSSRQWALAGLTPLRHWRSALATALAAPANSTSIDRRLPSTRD
# Target sequence (P9WH11 whole entry, looked up): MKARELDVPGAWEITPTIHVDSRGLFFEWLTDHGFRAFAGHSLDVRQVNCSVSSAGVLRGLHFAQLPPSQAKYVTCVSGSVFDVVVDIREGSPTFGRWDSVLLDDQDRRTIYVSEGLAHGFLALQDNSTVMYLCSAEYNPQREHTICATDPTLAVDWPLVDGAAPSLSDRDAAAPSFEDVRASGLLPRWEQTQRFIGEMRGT
# * hit, by the source's call; . = not tested or not shown.
SMILES,GlmU inhibition,RmlCD inh 1536
O=C(O)c1ccc2c(c1)NC(=O)C(N1CCCC1)S2 (stereo unspecified),5.5%,5
CC(=O)Nc1nc(S(=O)(=O)c2ccc(C)cc2)c(Cl)s1,2.6%,.
COc1cccc(CNC(=O)C2CCCN(S(=O)(=O)c3cccc4nonc34)C2)c1 (stereo unspecified),6.2%,-5
COCCNS(=O)(=O)c1ccc(C)c(C)c1C,-5.9%,6
CCOC(=O)c1[nH]c(C)c(C(=O)N2CCN(c3ccccc3OC)CC2)c1C,-3.7%,-2
COc1ccc(-c2sc(NC(C)=O)nc2-c2ccccc2)cc1,-0.9%,-8
Cn1cccc1C(=O)C(=O)Nc1cc(Cl)cc(Cl)c1,0.7%,14
O=C(NCCc1ccncc1)Nc1ccc(Cl)cc1,7.4%,-9
COCc1cc(C)nc(N2CCNCC2)c1C#N,1.7%,.
Cc1nc2ccccc2c2nc(N)nn12,-1.8%,.
C#CC[N+]1(CC#Cc2ccccc2)CCCC1,-0.6%,.
CCOc1ccc2[nH]c(=O)c(CN(CCc3ccccc3)C(=O)c3cnccn3)cc2c1,1.0%,1
CCNc1nc(NCC)nc(OCCOC(=O)COc2ccc(Cl)cc2Cl)n1,-1.3%,.
Cc1ccc(CCC(=O)Nc2ncc(Cc3cccc(Cl)c3Cl)s2)o1,-3.0%,11
Cn1c(NC(=O)c2ccc(Br)o2)cc(=O)n(C)c1=O,-6.1%,9
COC(=O)C1=C(C)N(CC2CCCO2)C(=O)/C1=C\c1ccc(O)cc1 (stereo unspecified),-6.2%,.
C=CCc1cccc(CNc2ccc(Br)cc2)c1O,-0.1%,-7
CS(=O)(=O)NCCSCc1ccco1,3.3%,.
O=c1c2ccccc2nc(SCc2cccc(F)c2)n1C1CCCC1,2.3%,-8
Cc1ccc(NC(=O)CSc2nnc(-c3cccs3)o2)cc1S(=O)(=O)N1CCCCC1,6.9%,7
COc1cccc(N2CCN(Cc3nc4scc(-c5ccccc5)c4c(=O)[nH]3)CC2)c1,2.5%,20
O=C(COc1ccccc1Cl)NCc1ccncc1,5.0%,4
O=C(O)C(Cc1c[nH]c2ccccc12)NS(=O)(=O)c1ccccc1 (stereo unspecified),-2.6%,7
O=C(c1nn(-c2ccccc2)c(=O)c2ccccc12)N1CCN(c2ccccn2)CC1,2.6%,7
COc1ccc(F)cc1C(=O)C1CCCN(Cc2cnc(N3CCCC3)s2)C1 (stereo unspecified),1.0%,-2
Cc1cc(-c2cc(N)n(-c3ccccc3)n2)c(C)n1C1CCCC1,-3.4%,.
CCOc1cc(C)c(C(C)C)cc1S(=O)(=O)n1cnc(C)c1,-1.3%,11
CCOc1cc(N2CCOCC2)c(OCC)cc1NC(=O)C1CCCC1,-2.8%,.
CCCNS(=O)(=O)c1ccc(CCC(=O)Nc2cc(Cl)ccc2Oc2ccccc2)cc1,3.8%,5
COc1ccc(CCNC(=O)COc2nsnc2N2CCOCC2)cc1OC,1.7%,2
CC(C)Cc1nc2ccc(N)cc2[nH]1,-2.6%,-5
COc1ccc(OC)c(N)c1,.,-7
CC(NC(=O)c1cc(S(=O)(=O)N(C)C)ccc1N1CCCC1)C1CC2CCC1C2 (stereo unspecified),0.2%,9
CN(C)C(=O)C12CCC(C)(c3nc4ccccc4nc31)C2(C)C (stereo unspecified),0.4%,-7
CC(=O)Nc1ccc(C(=O)OCc2ccc(F)cc2)cc1,-1.8%,-13
COc1ccc(C2NS(=O)(=O)N=C2N)cc1 (stereo unspecified),5.5%,9
Cc1nn(Cc2ccccc2)c(C)c1NC(=O)c1ccc([N+](=O)[O-])cc1[N+](=O)[O-],6.4%,4
CC(C)(C)CC(C)(C)N=C1NS(=O)(=O)c2cc([N+](=O)[O-])ccc21,20%,-10
COC(=O)C(F)(Sc1c(C)n(C)n(-c2ccccc2)c1=O)C(F)(F)F (stereo unspecified),1.0%,-2
CN(/C(=N/S(=O)(=O)c1ccccc1)c1ccccc1)S(=O)(=O)c1ccccc1,6.6%,-12
CCOC(=O)N1CCN(C(=O)CS(=O)(=O)c2cn(Cc3ccccc3Cl)c3ccccc23)CC1,-0.8%,11
Cc1ccc(S(=O)(=O)/N=C(/Nc2c(C)n(C)n(-c3ccccc3)c2=O)c2ccccc2)cc1,0.8%,.
CC(C)CCNC(=O)c1cccnc1Sc1ccccc1,1.6%,.
COC(=O)c1c(-c2c(Cl)cccc2Cl)noc1NC(=O)N(C)C,3.8%,78
Cc1ccnc2nc(C(=O)Nc3nc(-c4ccccn4)cs3)nn12,1.6%,2

# In another format: entries from further up
# Each structure is followed by: GlmU inhibition | RmlCD inh 1536
- COc1ccc(OC)c(N)c1
→ . | -7
- CC(NC(=O)c1cc(S(=O)(=O)N(C)C)ccc1N1CCCC1)C1CC2CCC1C2 (stereo unspecified)
→ 0.2% | 9
- CN(C)C(=O)C12CCC(C)(c3nc4ccccc4nc31)C2(C)C (stereo unspecified)
→ 0.4% | -7
- CC(=O)Nc1ccc(C(=O)OCc2ccc(F)cc2)cc1
→ -1.8% | -13
- COc1ccc(C2NS(=O)(=O)N=C2N)cc1 (stereo unspecified)
→ 5.5% | 9

# Reformatted with two lines to a compound: part of the list above
# Results follow in this order: GlmU inhibition, RmlCD inh 1536
COC(=O)C(F)(Sc1c(C)n(C)n(-c2ccccc2)c1=O)C(F)(F)F (stereo unspecified)
→ 1.0%, -2
CN(/C(=N/S(=O)(=O)c1ccccc1)c1ccccc1)S(=O)(=O)c1ccccc1
→ 6.6%, -12

# The listing continues:
SMILES,GlmU inhibition,RmlCD inh 1536
CCOC(=O)C1CCCN(Cc2ccccc2F)C1 (stereo unspecified),2.4%,.
O=C(CSc1nnc(SCc2ccc(Cl)cc2)s1)N/N=C/c1ccccc1Cl,-2.5%,9
CC(N=C1NS(=O)(=O)c2ccccc21)C(=O)NCCCc1ccccc1 (stereo unspecified),0.1%,-7
O=C(NCc1ccc2c(c1)OCO2)NC1CCCCC1,6.7%,.
CCCn1cnc2cc(NCc3ccccn3)ccc21,-0.6%,3
Cc1cccc(OCC(=O)Nc2sc3c(c2C#N)CCC3)c1,-2.9%,4
N#Cc1ccc(COn2nnc3ccccc32)cc1,9.0%,-13
CCC(C)NC(=O)C1CCC(=O)N(c2cc(OC)c(OC)c(OC)c2)C1c1ccc(OC)cc1 (stereo unspecified),-4.9%,.
Clc1ccccc1CSc1nnc(-c2ccncc2)o1,0.9%,36
CCC(C)/C(C)=N/NC(=O)c1ccc(COc2ccc(Cl)c(C)c2)cc1 (stereo unspecified),2.1%,-12
COc1ccccc1NC(=S)N(Cc1ccc(C)cc1)Cc1ccccn1,-2.1%,-10
CCOc1ncccc1C(=O)Nc1ccc(Cl)c(S(=O)(=O)N2CCCC2)c1,-7.5%,15
Cn1cnc([N+](=O)[O-])c1SCCO,2.9%,14
Cc1cc(NC(=O)c2ccc(Cl)c(S(=O)(=O)N3CCOCC3)c2)no1,-1.9%,-7
Cc1ccccc1NC(=O)CCN1CCCC1,2.4%,-7
CCn1cc(C2N3CC4(C)CN2CC(C)(C3)C4=O)c2ccccc21 (stereo unspecified),-6.0%,-5
COc1ccc(/C=C/C(=O)NC(CCSC)C(=O)O)cc1 (stereo unspecified),2.0%,9
CSCSC1=C(C#N)C(c2ccccc2Cl)C(C(C)=O)=C(C)N1 (stereo unspecified),3.6%,14
O=C(CSc1nnc2c(n1)[nH]c1ccc(S(=O)(=O)N3CCOCC3)cc12)Nc1ccc(F)c(F)c1,-1.6%,-12
COc1ccc(-c2cc(C(=O)Nc3cc(S(=O)(=O)N4CCOCC4)ccc3N3CCOCC3)c3ccccc3n2)cc1,4.1%,3
Cc1cc(C)c(-c2cc(C(=O)Nc3c(C)n(C)n(-c4ccccc4)c3=O)[nH]n2)c(O)c1,-0.5%,.
C/C(=N\N1CCCCCC1)c1c(O)n(C2CCCCC2)c(=O)[nH]c1=O,-0.7%,.
CCOCC(=O)Nc1cc(Cl)c(OC)cc1OC,-4.8%,13
COc1nc(-c2ccccc2)nnc1-c1ccccc1,-2.0%,-7
CCCOc1ccc(-c2nnn(CC(=O)N3CCC(C)CC3)n2)cc1,-3.4%,.
CCOC(=O)c1c(-c2ccco2)csc1NC(=O)CSc1nnc(N)s1,5.2%,4
COc1cccc(C2C(C(C)=O)=C(O)C(=O)N2CCc2c[nH]c3ccccc23)c1 (stereo unspecified),2.5%,12
CCn1ncc(/C=C/C(=O)NCc2cnn(C)c2C)c1C,1.8%,7
CC(C)[C@H](NS(=O)(=O)c1ccccc1)C(=O)OCC(=O)NC(=O)c1cccn1C,-1.1%,5
Nc1c(S(=O)(=O)c2ccccc2)c2nc3ccccc3nc2n1C1CC1,-8.1%,5
COc1cc(Cl)c(C)cc1NC(=O)CSc1nnc(-c2ccco2)n1CC(C)C,5.0%,.
CCOc1ccc(/C=C/C(=O)c2ccccc2)cc1,6.3%,-8
O=C(COc1cccc2cccnc12)Nc1ccccc1,8.4%,-15
O=c1nc(Nc2ccccc2)sc2ccc([N+](=O)[O-])cc12,0.9%,5
O=C(COC(=O)c1ccc2c(c1)S(=O)(=O)N=C1CCCCCN12)NCc1cccs1,.,11
Cc1ccccc1Nc1nc(N)nc(CN2CCN(Cc3ccc4c(c3)OCO4)CC2)n1,-2.3%,-7
CCN(c1cccc(C)c1)S(=O)(=O)c1cccc2nsnc12,.,18
CN(C1=C(NC(=O)c2ccc(Cl)cc2)C(=O)c2ccccc2C1=O)c1ccccc1,2.6%,9
Cc1nnc(-c2cnn(C)c2N)n1CCCN1CCOCC1,5.0%,4
CCS(=O)(=O)N1CCC(C(=O)N2CCc3ccccc3C2)CC1,.,-9
NC(=O)c1ncc(C(F)(F)F)cc1Oc1ccc(F)cc1,1.9%,.
CC(NC(=O)c1ccccc1)c1ccc(F)cc1 (stereo unspecified),2.5%,.
COCCNC(=O)CSc1nc2ccccc2c(=O)n1-c1cccc(OC)c1,-1.7%,-10
CCCCc1ccc(-c2nc(NC(=O)C3C4CCC(O4)C3C(=O)O)sc2C)cc1 (stereo unspecified),3.6%,9
CCCCCOC(=O)Cc1c(O)c2ccccc2n(C)c1=O,0.3%,82

# No new results follow: entries from further up.
SMILES,GlmU inhibition,RmlCD inh 1536
O=C(COc1cccc2cccnc12)Nc1ccccc1,8.4%,-15
O=c1nc(Nc2ccccc2)sc2ccc([N+](=O)[O-])cc12,0.9%,5
O=C(COC(=O)c1ccc2c(c1)S(=O)(=O)N=C1CCCCCN12)NCc1cccs1,.,11

# Individual results from above.
# CCN(c1cccc(C)c1)S(=O)(=O)c1cccc2nsnc12 in RmlCD inh 1536 reads 18
# Cc1nnc(-c2cnn(C)c2N)n1CCCN1CCOCC1 in RmlCD inh 1536 reads 4
# CN(C1=C(NC(=O)c2ccc(Cl)cc2)C(=O)c2ccccc2C1=O)c1ccccc1 in RmlCD inh 1536 reads 9
# O=c1nc(Nc2ccccc2)sc2ccc([N+](=O)[O-])cc12 in GlmU inhibition reads 0.9%
# CC(NC(=O)c1ccccc1)c1ccc(F)cc1 (stereo unspecified) in GlmU inhibition reads 2.5%

# (cont.)
SMILES,GlmU inhibition,RmlCD inh 1536
COc1ccc(Cl)cc1NC(=O)COc1cccc(-n2cnnn2)c1,4.3%,12
O=C(Nc1cccc(N=Cc2cc(Br)cc(Br)c2O)c1)c1ccco1,-3.3%,8
O=C(O)c1ccc(-c2nc(-c3ccccc3Cl)cs2)cc1,3.4%,-1
CCOC(=O)c1nnn(CC(=O)N2N=C(c3ccc(Cl)cc3)CC2c2ccc(OC)cc2)c1C(=O)OCC (stereo unspecified),5.3%,6
O=C1C(Cl)=C(Nc2cccc(O)c2)C(=O)N1Cc1ccccc1,-0.1%,.
CC(=O)CSc1nc2ccc(Nc3nc(N4CCOCC4)nc(N4CCOCC4)n3)cc2s1,0.6%,11
COc1cc(CNc2ccc3c(c2)CCC3)cc(OC)c1O,-1.4%,-3
CCCCN1C(=O)C(C2c3ccccc3C(=O)N2Cc2ccccc2)C(=O)NC1=S (stereo unspecified),1.5%,.
Cc1ccc(C(=O)c2cc(Br)ccc2N)cc1,1.1%,.
CCNC(=O)NC(=O)c1csc([N+](=O)[O-])c1,4.9%,-6
O=C(Cn1c(NCCO)nc2ccccc21)NCCc1ccccc1,-2.8%,.
O=c1oc2cc(OCc3ccc(F)cc3F)ccc2cc1-c1ccc2ccccc2n1,2.8%,-10
CCc1cc2c(=O)[nH]c(Cc3ccc(Cl)cc3)nc2s1,-4.9%,-6
CCCC1CCC(c2nc(-c3cccnc3)no2)CC1 (stereo unspecified),1.2%,0
CN1CCc2c(OCC(=O)N3N=C(c4cccs4)CC3c3ccc(F)cc3)cccc2C1=O (stereo unspecified),-2.6%,-4
COc1ccc(/C=N/NC(=O)c2ccc(O)cc2O)cc1CSc1ccccn1,6.0%,-12
CC1Cc2ccccc2N1C(=O)COC(=O)C1(c2ccccc2F)CCCC1 (stereo unspecified),-3.5%,39
O=C(COc1ccc2ccc(=O)oc2c1)N1CCc2ccccc21,-2.8%,-8
O=C(Cn1c2[n+](c3ccc(C(F)(F)F)cc31)CCCCC2)Nc1ccccc1,-6.1%,.
COc1ccc(NC2=NCC(=O)N2c2ccccc2)c(OC)c1,4.9%,2
CC(=O)c1ccc(S(=O)(=O)Nc2cccc(S(=O)(=O)NC3=NCCC3)c2)cc1,1.0%,4
O=C(Nc1ccccc1)OCCN1CCN(Cc2ccccc2)CCC1=O,2.5%,.
O=C(O)/C=C/C(=O)N1CCN(c2ccccc2F)CC1,3.1%,7
Cc1cc(NC(=O)c2cc(C3CC3)on2)no1,4.0%,.
COC1=CCC2([N+](=O)[O-])CN(CCO)CC1([N+](=O)[O-])C2 (stereo unspecified),9.1%,-11
COc1ccc(NC(=O)CSc2nc(N)c(NC(=O)c3cccs3)c(=O)[nH]2)cc1,2.9%,14
O=C(CN(Cc1ccccc1)C(=O)c1cc2c(s1)CCC2)NCc1cccs1,15%*,17
O=C(N/N=C/c1ccc2c(c1)OCO2)c1ccc(COc2cccc3cccnc23)cc1,3.5%,17

# The list is partial; rates above refer to the full screens.
